Ub-GFP proteasome: ubiquitin-GFP accumulation via proteasome inhibition. 67,000 tested, under 10 active. Potency, µM (top dose mostly 45.9 µM), for inactives: at the top dose activation (GFP accumulation), hits mostly activators. Ubiquitin-GFP reporter cells, proteasome inhibition, GFP fluorescence; response scale: untreated = 0%, 10 µM MG-132 = 100%; active = well fitted activation curve with a large enough effect, not every such curve was filed as active; inconclusive = small, poorly fitted or top-dose-only effect, or another doubt; inactive = no such curve, though single readings can be large or run the other way; note: potency is the fitted concentration of half-maximal effect
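U2OS cells expressing ubiquitin(G76V)-GFP, seeded overnight in 0.5% FBS medium, then treated 4 hr at 37 C across 46 uM to 2.9 nM. GFP-positive cells counted by laser cytometry (488 ex/515 em); %activity scaled between basal and 10 uM MG-132.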
TexasRed autofl: compound fluoresces in the Texas Red spectral region; Compound fluorescence, Texas Red channel, 547/618 nm; stronger effect = higher value; max dye-equivalent concentration, M; actives 0.06% (n = 59,000); AID 587; in the data active = max dye-equivalent concentration above about 10 nM; inconclusive = between about 1.1 nM and that limit
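Dye-equivalent concentrations come from scaling compound signal (ex 547, em 618 nm) to six Texas Red standard concentrations run on every plate, after 15 min room-temperature incubation in pH 8.0 Tris (100 mM).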
CRE-bla Fsk: alters forskolin-stimulated CRE reporter signaling in CHO cells. CHO CRE-bla reporter (cAMP response element driving beta-lactamase), forskolin EC10, beta-lactamase ratio. Potency, µM (highest dose often 38.2 µM), without a hit: top-dose activity change, negative = inhibition, usual class: activators. actives 2.5% (n = 71,000). AID 662; active = well fitted activation curve with a large enough effect in the signal ratio, with a control signal flat, not every such curve was filed as active; inconclusive = small, poorly fitted or top-dose-only effect, or effect the other way, or a change in a side signal; the % refers to the signal ratio; note: potency is the fitted concentration of half-maximal effect; % of control where 0% means no effect
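Reporter-gene assay: CHO cells with beta-lactamase behind cAMP responsive elements, co-treated with compound and EC10 NKH 477 for 3 hours at 37 degrees Celsius. Activity came from the 460/530 nm CCF4 emission ratio.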
ERK AVP inh: blocks ERK signaling stimulated by vasopressin; actives 0.99% (n = 72,000); HEK293-V1b, vasopressin-stimulated pERK AlphaScreen; Potency, µM (series often up to 57.5 µM), for the others: at the highest dose activity, negative = inhibition, hits mostly inhibitors; AID 995; note: potency is the fitted concentration of half-maximal effect; % is set by controls: 0 for no effect and ±100 for the full control effect; nearly all actives have a fitted effect of over 55% in size
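Phosphorylated ERK1/2 detected via AlphaScreen bead proximity in lysates of V1b-expressing HEK293 cells given 25 nM vasopressin for 5 min after 30 min compound exposure (37 °C). AC50 from Hill equation; basal DMSO 0%, vasopressin 100%.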
Luciferase inh: blocks Photinus pyralis firefly luciferase activity; P08659; Potency, µM (titrated, usually from 57.1 µM), without a hit: at the top dose activity change, negative = inhibition, actives largely listed as inhibitors; purified firefly luciferase, luminescence, 8 min; actives 2.2% (n = 72,000); note: potency is the fitted concentration of half-maximal effect; % is set by controls: 0 for no effect and ±100 for the full control effect; nearly all actives have a fitted effect of over 40% in size
Target sequence (P08659 whole entry, looked up): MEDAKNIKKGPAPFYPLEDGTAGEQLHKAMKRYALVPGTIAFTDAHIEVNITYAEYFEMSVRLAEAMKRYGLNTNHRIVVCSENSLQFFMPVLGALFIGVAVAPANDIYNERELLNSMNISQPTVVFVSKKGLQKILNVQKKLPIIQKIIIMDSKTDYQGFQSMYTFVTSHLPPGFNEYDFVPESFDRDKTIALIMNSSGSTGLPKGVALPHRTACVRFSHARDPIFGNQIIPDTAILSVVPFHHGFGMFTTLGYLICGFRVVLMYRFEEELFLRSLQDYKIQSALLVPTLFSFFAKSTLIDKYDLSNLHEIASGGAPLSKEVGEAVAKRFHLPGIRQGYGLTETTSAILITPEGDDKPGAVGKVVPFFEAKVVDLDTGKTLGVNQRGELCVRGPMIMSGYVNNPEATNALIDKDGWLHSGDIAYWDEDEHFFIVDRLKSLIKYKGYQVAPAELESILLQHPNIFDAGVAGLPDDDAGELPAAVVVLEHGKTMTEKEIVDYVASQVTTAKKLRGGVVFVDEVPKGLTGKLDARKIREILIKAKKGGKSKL
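Firefly luciferase (PKLight detection mix) with 10 uM ATP in pH 7.2 imidazole buffer (KCl, MgCl2, Tween 20, BSA). Compounds tested across a concentration series (qHTS). Luminescence read after 8 min at ambient temperature.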
Epigenetic mod: derepresses silenced GFP locus in mouse C127i cells. mouse C127i GFP locus derepression, cytometry, 30 h. Potency, µM (series often up to 46.1 µM), without a hit: at the highest dose GFP derepression (activation). actives 0.09% (n = 68,000). AID 597; note: % of control where 0% means no effect
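Derepression screen: silenced CMV-GFP reporter in murine C127i cells, 30 h compound incubation at 37 C, washed cells imaged by laser-scanning cytometer to enumerate GFP-expressing objects of 20 to 120 um.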
HBB splice mod: alters splicing of the hemoglobin beta chain | HBB splicing reporter cell assay, activation; EGFP reporter with mutant IVS2-654 intron; response scale: normalised to 500 nM splice-correcting PNA | Potency, µM (series often up to 46.1 µM), without a hit: at the highest dose activation, actives largely listed as activators | actives 0.06% (n = 65,000) | AID 925; note: potency is the fitted concentration of half-maximal effect; 0% is about no effect
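Compounds were applied for 2 days to HeLa EGFP-654 cells, 500/well in Optimem with 2% FCS. The reporter's EGFP is disrupted by mis-splicing of beta-globin intron IVS2-654. Readout: summed well GFP fluorescence from 488 nm laser scanning; reference was 500 nM antisense […] 654 PNA.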
Fluorescein fluor: fluorescein region autofluorescence. Compound autofluorescence, 480/540 nm, fluorescein-equivalent; stronger effect = higher value. max fluorescein-equivalent concentration, M. actives 0.91% (n = 59,000); in the data active = max fluorescein-equivalent concentration above about 10 nM; inconclusive = between about 1.1 nM and that limit
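Compounds (23 nL) in 100 mM Tris pH 8.0, 15 min at room temperature, then fluorescence read at 480 nm excitation/540 nm emission. Signal converted to fluorescein-equivalent concentration from an on-plate fluorescein standard curve.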
4-MU autofl: compounds fluorescent in 4-MU spectral region | max dye-equivalent concentration, M | compound autofluorescence, 340/450 nm, 4-MU equivalents; stronger effect = higher value | AID 589 | actives 11% (n = 59,000); in the data active = max dye-equivalent concentration above about 10 nM; inconclusive = mostly about 1.1 nM to 9.6 nM
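Compounds in 100 mM Tris, pH 8.0, incubated 15 min at room temperature, then fluorescence read at 340 nm excitation/450 nm emission. Signal converted to 4-MU dye-equivalent concentration using an on-plate six-point 4-MU standard curve.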
Hsp90 Hop PPI: changes Hsp90-Hop TPR2A binding signal, up or down | AlphaScreen TPR2A-His6 binding biotin-Hsp90 C-terminal peptide | Potency, µM (highest dose often 57 µM), for the others: at the top dose activity change, negative = inhibition | actives 0.44% (n = 71,000) | AID 595; active = well fitted curve in either direction with a large enough effect; inconclusive = small, poorly fitted or top-dose-only effect, or another doubt; note: potency is the fitted concentration of half-maximal effect; % is set by controls: 0 for no effect and ±100 for the full control effect; many of its hits are not listed in these tables
A350 autofl: compounds fluorescent in Alexa 350 spectral region; Compound autofluorescence, 340/450 nm, Alexa 350 dye-equivalents; stronger effect = higher value; max dye-equivalent concentration, M; actives 11% (n = 59,000); in the data active = max dye-equivalent concentration above about 10 nM; inconclusive = mostly about 1.1 nM to 9.6 nM
Starred values were filed as active, the others as inactive; i = inactive; ? = inconclusive; · = not tested or not shown; [ ] = remark or other dose. Unless noted, calls come from the whole dose curve; as a rule, active = well fitted curve in the direction sought with a large enough effect; inconclusive = small, poorly fitted or top-dose-only effect, or another doubt; inactive = no such curve, though single readings can be large; an effect the other way counts as inactive or inconclusive.

SMILES | Ub-GFP proteasome | TexasRed autofl | CRE-bla Fsk | ERK AVP inh | Luciferase inh | Epigenetic mod | HBB splice mod | Fluorescein fluor | 4-MU autofl | Hsp90 Hop PPI | A350 autofl
COc1cccc(NC(=O)N2CCCC2C(=O)NC(C)C)c1 (stereo unspecified) | -2.5% | i | -0.9% | 0.3% | 1.4% | 0.0% | 0.2%[57.5 µM] | i | i | 0.3% | i
Clc1ccccc1CNc1ncnc2nc[nH]c12 | -5.5% | · | ? | · | 1.7% | · | -0.6% | · | · | -1.6% | ·
COC(=O)C1=C(C)N(Cc2ccco2)C(=O)C1 | -0.4% | i | ? | -15.4% | -0.4% | -2.7% | 0.6% | ? | i | -6.5% | i
CCSC1=C(C#N)C(c2ccc(C)s2)CC(=O)N1 (stereo unspecified) | -3.1% | · | 3.8% | -9.5% | -16.4% | 4.4% | -5.2% | · | · | -3.8% | ·
NCCc1nc(-c2nc(C(=O)O)cs2)cs1 | 0.3%[9.17 µM] | i | 7.5%[7.6 µM] | -20.0%[11.5 µM] | 2.8%[11.4 µM] | 8.9%[9.22 µM] | 4.9%[9.22 µM] | i | i | -4.5%[11 µM] | i
Cc1ccc(C(C(=O)NC2CCCC2)N(Cc2ccc(F)cc2)C(=O)c2csnn2)o1 (stereo unspecified) | -2.2% | i | -4.8% | 0.0% | -1.2% | -1.2% | 2.8% | ? | i | -0.3% | ?
Cc1ccc2c(c1)c1c(n2CC(O)Cn2nc(C)c(Br)c2C)C(=O)CCC1 (stereo unspecified) | 5.8% | ? | 0.3% | -0.8% | -4.5% | 3.8% | -0.5% | i | 2.23e-08M* | 3.5% | 1.98e-08M*
Cc1ccc(N(C(=O)Cn2nnc3ccccc32)C(C(=O)NCc2ccco2)c2cccnc2)cc1 (stereo unspecified) | 1.3% | i | ? | -16.5% | 0.4% | 2.3% | -1.0% | i | i | -8.3% | i
COc1ccccc1N1CCN(C[C@@H](C(=O)NC(C)(C)C)c2ccccc2)CC1 | 1.3% | · | ? | -4.8% | 2.9% | 0.0% | · | · | · | -1.0% | ·
CCOC(=O)c1cnc2c(C)cccc2c1NCc1ccco1 | 8.3% | · | ? | -4.2% | -0.1% | -1.9% | -0.3%[9.22 µM] | · | · | ? | ·
CCCCN1C(=O)C(O)=C(C(C)=O)C1c1ccc(OC)cc1OC (stereo unspecified) | · | i | · | · | 3.0%[25.5 µM] | -3.7%[20.6 µM] | · | ? | 1.65e-08M* | · | 1.81e-08M*
CCn1nnc(NC(=O)c2c(OC)cccc2OC)n1 | -4.5% | i | 0.6% | 6.6% | 1.1% | 1.0% | · | i | i | -1.6% | i
Clc1ccc(CN2CCCN(Cc3ccc(Cl)cc3)C2c2cc3ccccc3c3ccccc23)cc1 | -6.4%[9.17 µM] | i | 0.2%[7.6 µM] | 2.5%[11.5 µM] | 2.3%[11.4 µM] | 3.7%[9.22 µM] | 0.1%[9.22 µM] | 1.15e-08M* | i | 1.9%[11 µM] | i
CCOC(=O)C1C(=O)NC(C)C1c1ccccc1 (stereo unspecified) | 4.5% | i | -7.4% | -6.2% | 1.2% | -5.4% | -3.1%[57.5 µM] | ? | i | -1.8% | i
O=C(CN1C(=O)c2ccccc2S1(=O)=O)NCc1ccccc1Cl | 0.2% | · | -14.5% | 5.3% | -10.5% | -2.0% | 0.3% | · | · | -2.7% | ·
CCCCCSc1nnc(-c2cc(Br)ccc2N)c(=O)[nH]1 | -9.9% | i | ? | ? | 4.0% | 4.2% | -2.9% | i | i | -3.9% | i
COCC(=O)N1CCC2(CC1)CN(C(=O)Nc1cccc(C#N)c1)C2 | -3.8% | i | -9.3% | -6.2% | 1.2%[11.4 µM] | 0.0%[9.22 µM] | 2.2% | i | ? | -9.1% | i
CC1CCN(c2oc(-c3ccccc3F)nc2C#N)CC1 | 17.1% | · | ? | -18.1% | -1.0% | · | -0.9% | · | · | ? | ·
CCCCNC(=O)CN1C(=O)C(CC)Oc2ccc(Cl)cc21 (stereo unspecified) | 0.0% | ? | -1.0% | -3.3% | 0.9% | 5.9% | -1.4%[57.5 µM] | i | i | -1.2% | i
COC(=O)c1c(NC(=O)c2ccc(Br)s2)sc2c1CCC2 | 3.1% | i | -2.8% | 32.8%[activator] | 1.5% | -0.1% | 0.0% | ? | 1.24e-08M* | 14.4% | 1.02e-08M*
CC1CN(S(=O)(=O)c2ccc(NC(=O)c3cc(-c4ccccc4O)n[nH]3)cc2)CC(C)O1 (stereo unspecified) | -2.6% | i | 10.4% | ? | -2.1% | 0.0% | 10.4%[0.369 µM] | i | i | ? | i
Cn1c(NC(=O)CC(C)(C)C)cc(=O)n(C)c1=O | 4.3% | · | 9.5% | · | -2.6% | · | -0.4% | · | · | 7.4% | ·
O=C(COc1nnc2ccccn12)N1CCN(S(=O)(=O)c2ccccc2)CC1 | -3.0% | i | -5.6% | 8.4% | 0.2% | -1.9% | -0.3%[57.5 µM] | ? | 4.8e-08M* | -1.2% | 4.75e-08M*
CCc1cc(=O)oc2cc(OC(C)=O)cc(OC(C)=O)c12 | -7.4% | i | ? | ? | -0.1% | -2.9% | -0.4% | ? | 6.72e-07M* | -2.1% | 1.24e-06M*
COCC(=O)N1CCC[C@@]2(CCN(C(=O)Nc3ccc(OC)cc3)C2)C1 | -6.2% | i | 4.0% | -6.3% | 1.0%[11.4 µM] | -2.3%[9.22 µM] | -2.3% | i | i | -0.4% | i
O=C1CC(N2CCN(c3ccccc3)CC2)C(=O)N1c1ccc2c(c1)OCCO2 (stereo unspecified) | 2.6% | i | -3.1% | -15.9% | 0.5% | 6.4% | -0.1% | i | i | -4.1% | i
O=C(CN1c2cccc3cccc(c23)S1(=O)=O)NCc1ccc2c(c1)OCO2 | -2.9%[9.17 µM] | · | ? | -6.5% | -4.9% | 0.0% | 2.8%[0.0738 µM] | · | · | ? | ·
Cc1ccc2c(c1)N(C(C)C(=O)NCCc1ccccc1)C(=O)CO2 (stereo unspecified) | -2.2% | i | -24.9% | 18.8% | -3.4% | 1.1% | -2.6% | i | i | -2.4% | i
Cc1cc(C)nc(N2CCCC(C(=O)NCc3cccs3)C2)n1 (stereo unspecified) | -0.1% | i | ? | -13.9% | -0.2% | 3.6% | 1.5% | ? | i | -5.1% | i
Cc1ccc(-c2ccc(=O)[nH]n2)cc1 | 0.0% | i | ? | -26.5% | 0.5% | 0.0% | 2.7%[57.5 µM] | ? | i | 0.3% | i
CCCn1c(=O)n(C)c(=O)c2c(SCc3cc(C(C)=O)ccc3OCC)nc(C3CC3)nc21 | -4.3% | i | 2µM* | -29.1% | 5.2% | -2.0% | -0.1%[1.84 µM] | ? | i | -1.4% | i
CC(C)(C)NC(=O)CN1CCC(O)(c2ccccc2)CC1 | 3.0% | i | -1.8% | -5.6% | 2.8% | 0.0% | · | i | i | -0.1% | i
CCN(CCCNC(=O)COc1cc(=O)n(CC)c2ccccc12)c1ccccc1 | 5.6% | i | ? | -4.1% | 3.9% | -1.2% | -1.5% | i | i | -8.2% | i
COc1ccc(N(CC(=O)Nc2cccc(C)c2C)S(=O)(=O)c2c(C)n[nH]c2C)cc1 | -2.9% | i | ? | 4.4% | -0.5% | 1.2% | 2.1% | i | i | 4.8% | i
Cc1ccc(NC(=O)Cn2nc(C)c3ccccc3c2=O)cc1F | 0.9% | i | -1.2% | 2.7% | 1.3% | -0.9% | · | ? | i | -1.2% | i
CCOC(=O)c1oc2nc(C)c3c(c2c1N)CC(C)(C)OC3 | -4.4% | i | 2.8% | -3.3% | 2.6% | -2.2% | -0.2%[57.5 µM] | i | 9.03e-07M* | -1.5% | 1.15e-06M*
COc1ccc(-c2c(C)oc3c(CN4CCCCC4C)c(O)ccc3c2=O)cc1OC (stereo unspecified) | 15.1% | · | 2.4% | -5.6% | 0.2% | -1.6% | -0.4% | · | · | -8.5% | ·
O=C(c1ccccc1Cl)N1CCc2ccccc2C1 | 0.0% | ? | -5.4% | 6.0% | 0.8% | 0.0% | -0.4% | ? | i | -4.3% | i
O=C(c1ccc(CS(=O)(=O)c2ccc(Br)cc2)o1)N1CCCCCC1 | 8.6% | · | 6.3% | -13.8% | 0.7% | · | -1.2% | · | · | -0.3%[2.3 µM] | ·
CCOC(=O)c1ccc(CNC(=O)CSc2nnnn2-c2ccc(Cl)cc2)o1 | -6.5% | i | -10.4% | -22.9% | 0.4% | 8.4% | -0.6% | i | i | 0.0% | i
CN(C)C(=O)C(CCN1CCC(O)(c2ccc(Cl)cc2)CC1)(c1ccccc1)c1ccccc1 | -4.8% | i | ? | -1.9% | 1.1% | -1.4% | -2.4%[20.6 µM] | ? | i | -11.0% | i
CCOC(=O)N1CCC(NC(=O)c2ccc3c(c2)N(C)CCS3)CC1 | -2.9% | i | -5.4% | 14.9% | -1.2% | 5.7% | -3.5% | ? | 7.14e-07M* | 1.1% | 8.33e-07M*

Bioassay records as filed in PubChem BioAssay.

This is a subset; rates above refer to the full screens.
